High-throughput results from PubChem BioAssay.
FBPA Giardia inh = Giardia lamblia aldolase inhibition; actives 0.71% (n = 290,000); AID 2451; Potency, µM (titrated, usually from 59.6 µM), for inactives: at the highest dose activity, negative = inhibition, most hits filed as inhibitors; A8B2U2; purified Giardia FBPA; note: potency is the fitted concentration of half-maximal effect; nearly all actives have a fitted effect of over 55% in size
Target sequence (A8B2U2 whole entry, looked up): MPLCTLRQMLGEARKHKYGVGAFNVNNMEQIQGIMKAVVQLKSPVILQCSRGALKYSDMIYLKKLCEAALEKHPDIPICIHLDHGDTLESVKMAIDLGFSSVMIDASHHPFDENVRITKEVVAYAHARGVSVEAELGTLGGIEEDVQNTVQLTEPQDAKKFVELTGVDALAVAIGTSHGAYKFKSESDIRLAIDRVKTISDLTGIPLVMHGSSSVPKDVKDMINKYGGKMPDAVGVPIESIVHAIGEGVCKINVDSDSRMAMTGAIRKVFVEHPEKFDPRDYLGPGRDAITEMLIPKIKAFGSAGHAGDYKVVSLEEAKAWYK
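40 nM FBPA preincubated 10 min at RT with compound (up to 57.5 uM final), then substrate plus GAPDH/TPI/NAD/arsenate coupling and diaphorase/resazurin added. Fluorescence read after 20 min at RT, 525/598 nm.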
AmpC inh detg = AmpC beta-lactamase inhibition with detergent present; P00811; AmpC hydrolysis of nitrocefin, absorbance 480 nm, 0.01% Triton; Potency, µM (series often up to 114 µM), inactives show top-dose activity change, negative = inhibition, actives largely listed as inhibitors; actives 0.041% (n = 370,000); AID 485294;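 note: potency is the fitted concentration of half-maximal effect; 0% = no-compound wells and -100% = no-enzyme wells; nearly all actives have a fitted effect of over 25% in size; some results filed as inactive show a strong effect at the top dose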
Target sequence (P00811 whole entry, looked up): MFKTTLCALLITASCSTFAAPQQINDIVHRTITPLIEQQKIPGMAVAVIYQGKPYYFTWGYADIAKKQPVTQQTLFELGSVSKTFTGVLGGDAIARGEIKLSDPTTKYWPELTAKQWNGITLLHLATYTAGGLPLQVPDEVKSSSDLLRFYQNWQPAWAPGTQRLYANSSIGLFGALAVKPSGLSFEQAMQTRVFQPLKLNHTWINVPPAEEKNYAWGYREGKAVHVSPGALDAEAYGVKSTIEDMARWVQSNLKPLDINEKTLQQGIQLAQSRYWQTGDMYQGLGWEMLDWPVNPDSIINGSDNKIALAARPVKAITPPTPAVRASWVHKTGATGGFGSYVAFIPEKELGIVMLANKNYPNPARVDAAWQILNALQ
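AmpC (5.3 nM in the dispensed reagent) in 20 mM phosphate pH 7.0 with 0.01% (detergent screen) or 0.0001% Triton X-100 was preincubated with compounds for 15 min at room temperature. Nitrocefin was then added from an 800 uM solution, and hydrolysis was followed at 480 nm.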
HCMV inh = human cytomegalovirus inhibition; AID 1259415; actives 4.5% (n = 410,000); activity change, negative = inhibition, % at 57.5 µM; HFF cells, HCMV-luciferase reporter, 72 h; hits give low values; in the data active = activity change below about -60%; inconclusive = no clear call, values can overlap the other calls; inactive = above about -39%
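Cell-based, HFFs, 1000 cells/well, 16 h 37C; cpds in DMSO + HCMV-luc, MOI 1 PFU/cell; 72 h 37C; OneGlo luminescence after 5 min RT; norm. to buffer vs Salinomycin 10uM.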
Sm TGR inh = blocks Schistosoma mansoni thioredoxin glutathione reductase | Q962Y6 | purified TGR, DTNB reduction, TNB absorbance 405 nm | Potency, µM (series often up to 114 µM), without a hit: at the top dose activity change, negative = inhibition, actives largely listed as inhibitors | actives 3% (n = 360,000) | AID 485364; note: potency is the fitted concentration of half-maximal effect; nearly all actives have a fitted effect of over 60% in size
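First, TGR (20 nM dispensed) and NADPH were mixed with compound. Second, a 15 min room-temperature incubation followed. Third, further NADPH and then DTNB were added to start the reaction. Finally, TNB absorbance was monitored kinetically.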
AMA1 RON2 block = inhibitors of Plasmodium falciparum AMA1-RON2 interaction | actives 0.2% (n = 360,000) | AlphaScreen AMA1-biotinylated RON2 peptide binding | Potency, µM (highest dose often 58.2 µM), for the others: at the top dose activity change, negative = inhibition, hits mostly inhibitors;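 note: potency is the fitted concentration of half-maximal effect; 0% = vehicle wells and -100% = peptide control; nearly all actives have a fitted effect of over 45% in size; some results filed as inactive show a strong effect at the top dose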
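AMA1 (3D7) with his tag at 25 nM final met compounds first, then biotinylated RON2 peptide at 25 nM; detection used donor plus acceptor beads, 10 µg/mL apiece, read by AlphaScreen after 30 min at room temperature.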
HCV inhibitor = HCV inhibition. Huh7.5.1 HCVcc-Cre infection, luciferase reporter, 44 h. Potency, µM (series often up to 41.8 µM), for the others: at the top dose activity change, negative = inhibition, actives largely listed as inhibitors. actives 3.4% (n = 340,000); note: potency is the fitted concentration of half-maximal effect
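HCVcc-Cre virus at an moi near 0.5 was added right after compound to cells cultured 4 h from seeding (1,000 cells/well). Luciferase activity was determined 44 h later, 15 min after substrate addition at RT.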
Starred values were filed as active, the others as inactive; u = inconclusive; x = no result given; [ ] = dose if it differs, or a comment. Unless noted, calls come from the whole dose curve; as a rule, active = well fitted curve in the direction sought with a large enough effect; inconclusive = small, poorly fitted or top-dose-only effect, or another doubt; inactive = no such curve, though single readings can be large; an effect the other way counts as inactive or inconclusive. Unless noted, % is set by controls: 0 for no effect and ±100 for the full control effect. Compounds were not picked by outcome; about 9.3% have a hit in one of these screens.

SMILES	FBPA Giardia inh	AmpC inh detg	HCMV inh	Sm TGR inh	AMA1 RON2 block	HCV inhibitor
CCCCS(=O)(=O)Nc1ccc2cn[nH]c2c1	u	3%	-17	-4%	0%	17%
CCN=C1S/C(=C\c2sccc2C)C(=O)N1CC	2%	-8%	15	-4%	-6%	u
O=C(COc1ccc(S(=O)(=O)N2CCc3ccccc32)cc1Cl)NCc1ccccn1	-5%	-14%	-14	7%	32%[activator]	-10%
Cc1ccccc1C(=O)OCC(=O)Nc1cccc(S(=O)(=O)NC2=NCCC2)c1	x	x	-3	x	-3%	-22%
CC(=O)Nc1ccc(NC(=O)COc2ccccc2C(=O)Nc2cccc(Cl)c2Cl)cc1	9%	-7%	47	-8%	3%	-20%
CC1(c2ccccc2)NC(=O)N(NC(=O)CSc2n[nH]c(N)n2)C1=O (stereo unspecified)	0%	-5%	-6	1%	30%[activator]	6%
CCCCC1=CC2=CC(=O)C(C)(OC(=O)CC)C(=O)C2=CN1c1cccc(C#N)c1 (stereo unspecified)	-5%[12.9 µM]	x	-20	x	25%	u
Oc1c(Br)cc(Cl)cc1C=Nc1ccccc1Br	-21%	u	-2	22µM*	3%[2.32 µM]	9%
CCN(C(=O)CSc1ncn[nH]1)c1cccc2ccccc12	-23%	-5%	-32	-5%	-4%	u
COc1cccc(NC(=O)C2C3C=CC(O3)C2C(=O)NCc2cccnc2)c1 (stereo unspecified)	10%	u	34	50µM*	1%	6%
Cc1ccc(C)c(COC(=O)c2cccc(S(=O)(=O)N3CCCC3)c2)c1	x	u	-13	-3%	-5%	u
CC(=O)Nc1ccc(N=NC2C(=O)N(C(N)=S)N=C2C)cc1 (stereo unspecified)	0%	2%	6	0%	97%[activator]	12%
Cc1ccc(/C=C(\CCC(=O)O)c2nc3ccccc3s2)cc1[N+](=O)[O-]	-1%	u	78	-23%	-4%	1%
O=C1CCCC2=C1C(c1ccncc1)c1c(nc(SCc3ccccc3)[nH]c1=O)N2 (stereo unspecified)	6%	-2%	17	0%	4%	u
Cc1ccccc1CNC(=O)CCc1cn(Cc2ccccc2C)c2ccccc12	x	-9%	-37	-4%	x	x
CCOc1ccccc1NC(=O)Cn1c(=O)n(Cc2ccccc2)c(=O)c2cccnc21	x	-1%	9	-3%	x	x
Cc1ccc(-c2noc(-c3ccccc3C(=O)NCC3CCCO3)n2)cc1 (stereo unspecified)	14%	u	63	-3%	8%	u
CNC(=O)CSc1nc2c(c(=O)n(C)c(=O)n2C)n1Cc1ccc(C)cc1	13%	0%	63	-3%	10%	0.63µM*
CCn1c(P(C)(=O)O)nc2ccccc21	-12%	4%	-6	1%	2%[2.32 µM]	21%
Cn1nnc2cc(NC(=O)N3CCN(c4ccccn4)CC3)ccc21	-6%	2%	u	8%	-3%	-13%
O=C(N/N=C\c1cccnc1)c1cc(-c2ccccc2)nc2c(Cl)cccc12	x	2%	u	-1%	3%	u
C[C@]12CCC3[C@@H](CCC4=CC(=O)CC[C@@]43C=O)C1CCC2=O (stereo partly specified)	-8%	2%	-13	u	0%	6%
Cc1cccc2sc(N(CCN(C)C)C(=O)/C=C/c3cccs3)nc12	-11%	4%	-77*	1%	-13%	u
Cc1nnc(SCC(=O)Nc2nccs2)[nH]c1=O	-4%	u	0	12%	18%	11%
O=C(OCc1nnc(-c2ccccc2)o1)c1cccnc1Cl	5%	0%	-23	2%	-23%	6%

Compounds above that contain a thiophene ring, fused or not (2):
SMILES	FBPA Giardia inh	AmpC inh detg	HCMV inh	Sm TGR inh	AMA1 RON2 block	HCV inhibitor
CCN=C1S/C(=C\c2sccc2C)C(=O)N1CC	2%	-8%	15	-4%	-6%	u
Cc1cccc2sc(N(CCN(C)C)C(=O)/C=C/c3cccs3)nc12	-11%	4%	-77*	1%	-13%	u

The main list resumes, starting 2 compounds before the break.
SMILES	FBPA Giardia inh	AmpC inh detg	HCMV inh	Sm TGR inh	AMA1 RON2 block	HCV inhibitor
Cc1nnc(SCC(=O)Nc2nccs2)[nH]c1=O	-4%	u	0	12%	18%	11%
O=C(OCc1nnc(-c2ccccc2)o1)c1cccnc1Cl	5%	0%	-23	2%	-23%	6%
CC(Oc1ccccc1)C(=O)N=C1SC2CS(=O)(=O)CC2N1c1cccc(F)c1 (stereo unspecified)	x	0%	0	-9%	0%	16%
O=C(NCc1ccco1)/C(=C/c1ccco1)NC(=O)c1ccccc1	13%	-5%	8	40µM*	-7%	16%
CCN(c1ccccc1)S(=O)(=O)c1ccc(N2CCN(c3ccccc3O)CC2)nc1	x	-14%	7	-22%	-1%	u
NC(=O)C1CCN(C(=O)CN2CCCc3ccccc32)CC1	-23%	2%	u	u	2%	-3%
C[C@H](CO)N1C[C@H](C)[C@@H](CN(C)C(=O)Nc2ccccc2)Oc2c(NC(=O)c3ccncc3)cccc2C1=O	x	x	35	x	2%	3%
COC(=O)c1sc2ccc(C)cc2c1C(=O)OC	x	x	-7	x	5%	-29%
CCNc1nc(Oc2ccc(C(=O)OCC)cc2)nc(SC)n1	-1%	-10%	4	-25%	12%	u
Cc1cccc(NC(=O)CSc2nnc(Cn3nnc(-c4ccccc4)n3)n2-c2ccccc2)c1	10%	-12%	12	5%	-6%	u
Cc1ccc(N(CC(=O)N=Nc2c(O)[nH]c3ccccc23)S(C)(=O)=O)c(C)c1	-1%	1%	19	7%	-10%	7%
CCOc1ccc(/C(C)=N/NC(=O)c2nnn(-c3nonc3N)c2-c2cccs2)cc1	-5%	-9%	-17	-7%	2%	u
COc1ccccc1-c1nnc(SC/C(O)=C(\C#N)c2nc3ccccc3[nH]2)n1C1CCCCC1	u	-13%	-11	-1%	41%[activator]	4%
COc1cc(OC)cc(C(=O)N2CC(=O)Nc3ccccc32)c1	2%	5%	u	u	-4%	9%
Cc1nn2c(C)c(C(=O)NC(C)(C)C)cnc2c1-c1ccc(F)cc1	x	3%	2	-1%	x	x
NC(=O)c1ccc(NC(=O)c2cccc(Oc3ccccc3)c2)cc1	-1%	8%	-28	4%	-1%	-1%
CNC(=O)/C(C#N)=C/c1cn(CC(=O)OC)c2ccccc12	2%	6%	6	-2%	-21%	-9%
COC(=O)C(C)(C)ONC(=O)Nc1ccc([N+](=O)[O-])cc1	-3%	5%	-2	4%	-10%	1%
O=c1c([N+](=O)[O-])c(NCCN2CCCCCC2)c2ccccc2n1-c1ccccc1	6%	u	-37	-17%	-9%	-16%
O=C(CSc1ccc(-c2cccc([N+](=O)[O-])c2)nn1)N1CCCCCC1	3%	3%	-18	-3%	5%	u
COc1cc(/C=N/NC(=O)c2ccncc2)ccc1OC(=O)c1ccco1	x	-4%	-14	-1%	21%	-8%
CCOc1ccc(C(=O)N2CCN(S(=O)(=O)c3cccs3)CC2)c(OCC)c1	x	-6%	-1	-3%	-4%	-13%
O=C(NCc1cccs1)c1cccnc1SCCS(=O)(=O)c1ccc(C(F)(F)F)cn1	4%	-3%	36	u	5%	u
CC(/C=C/C1(O)C(C)CC(=O)CC1(C)C)OC1OC(CO)C(O)C(O)C1O (stereo unspecified)	-4%	6%	-19	25µM*	-8%	16%
CCCOC(=O)CSc1nnc2ccc3ccccc3n12	x	17%	13	3%	x	x
COC(=O)C1CCN(C(=O)C2CCC(=O)N(CCc3cccc(F)c3)C2)CC1 (stereo unspecified)	x	5%	28	-15%	-8%	21%
Cc1ccccc1-c1nnc(SCC(=O)N(C)c2ccccc2)o1	x	17%	-5	1%	x	x

One compound at a time (already shown). Values in the order: FBPA Giardia inh, AmpC inh detg, HCMV inh, Sm TGR inh, AMA1 RON2 block, HCV inhibitor
CC(Oc1ccccc1)C(=O)N=C1SC2CS(=O)(=O)CC2N1c1cccc(F)c1 (stereo unspecified) is listed as x, 0%, 0, -9%, 0%, 16%
CCNc1nc(Oc2ccc(C(=O)OCC)cc2)nc(SC)n1 is listed as -1%, -10%, 4, -25%, 12%, u
CCCOC(=O)CSc1nnc2ccc3ccccc3n12 is listed as x, 17%, 13, 3%, x, x
O=C(NCc1ccco1)/C(=C/c1ccco1)NC(=O)c1ccccc1 is listed as 13%, -5%, 8, 40µM*, -7%, 16%

Additional entries:
SMILES	FBPA Giardia inh	AmpC inh detg	HCMV inh	Sm TGR inh	AMA1 RON2 block	HCV inhibitor
Nc1c(-c2ccccc2)cnn1C1CCS(=O)(=O)C1 (stereo unspecified)	7%	-12%	-5	1%	-1%	7%
O=C(Nc1ccc2c(c1)oc1ccccc12)c1cccnc1	0%	-10%	54	2%	3%	u
CCOc1ccc(NC2c3ccccc3C(=O)N2Cc2ccc3c(c2)OCO3)cc1 (stereo unspecified)	-1%	-14%	51	-1%	u	u
CCOC(=O)CSc1nc2c(sc(=S)n2-c2ccc(CC)cc2)c(=O)[nH]1	-11%	-4%	-24	2%	8%	22%
Cc1ccc2c(=O)c(CN3CCCCCC3)c(C)[nH]c2c1C	-14%	-8%	u	-16%	4%	-4%
C=CCn1c(Cc2csc(N)n2)nnc1SCC(=O)Nc1ccccc1C(F)(F)F	4%	2%	-6	0%	u	x
O=[N+]([O-])c1cnc(Nc2ccccc2)nc1Nc1ccccc1	4%	-3%	-7	-16%	18%	4%
CCC(=NN=C(CC)c1ccccc1O)c1ccccc1O	x	x	-34	x	58%[activator]	2%
Cc1ccc(C2Nc3ccccc3C(=O)N2Cc2ccco2)cc1 (stereo unspecified)	x	-6%	4	-28%	-10%	-17%
COC(=O)C1=C(CCc2ccccc2)NC(=O)NC1c1ccc([N+](=O)[O-])cc1 (stereo unspecified)	x	x	-10	x	2%	-26%
CCOc1cccc(C(=O)N(Cc2ccc(N(C)C)cc2)CC2CCCO2)c1 (stereo unspecified)	x	20%	-27	2%	x	x
O=C(C1=NN[C@@H]2C(=O)N(c3cccc(F)c3)C(=O)[C@H]12)C(c1ccccc1)c1ccccc1	-1%	u	45	0%	4%	10%
COc1ccc(CCNS(=O)(=O)c2cccc(C)c2)cc1OC	3%	1%	47	1%	-4%	-4%
O=c1c2cn[nH]c2nc(SCc2ccc3c(c2)OCCO3)n1-c1ccccc1	-1%	-2%	-37	0%	27%	u
O=c1[nH]c(=O)n(CCC2=CCCCC2)c(O)c1C=NCCN1CCNCC1	1%	u	-18	10µM*	41%[activator]	-3%
O=C(OCCN1C(=O)c2ccccc2C1=O)c1cc2ccccc2o1	8%	2%	-3	0%	-10%	17%
CC(=O)Nc1ccc2c(c1)C(=O)c1ccc(Cl)cc1-2	x	x	-25	x	-12%	u
CCOC(=O)/C(C#N)=C/c1cn(CCC(=O)O)nc1-c1ccc(F)cc1	29%	-12%	-28	-4%	-19%	-2%
COc1ccc(Cl)cc1C(=O)NCc1cnn(C)c1C	-1%	-1%	-21	7%	-2%	32%[activator]
CC1Cc2ccccc2N1C(=O)/C=C/c1cccc(F)c1 (stereo unspecified)	-7%	u	19	15%	-9%	u
Cc1ccccc1C(=O)NCc1ccncc1	3%	-11%	17	60%[activator]	6%	4%
O=C(Nc1cc([N+](=O)[O-])ccc1N1CCOCC1)c1cccs1	x	3%	5	-2%	0%	-15%
CCOC(=O)N1CCc2c(sc(NCc3cccs3)c2C(=O)Nc2cc(Cl)ccc2OC)C1	x	10%	2	-34%	x	x
